# SR-BI DiI inh: blocks mouse SR-BI lipid uptake from DiI-HDL; 320,000 compounds, 0.96% hits; ldlA[mSR-BI] CHO cells, DiI-HDL uptake fluorescence, 3 h; inhibition, % at 12.5 µM; Q61009;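 active = mean replicate inhibition of at least 70% and a set share of replicates each scoring 70 or more; inconclusive = meets just one of the two criteria; inactive = fails both criteria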;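 note: 0% = median of neutral control wells and 100% = median of positive control wells; values of inactives mirror those of a sister screen read the other way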
# Target sequence (Q61009 whole entry, looked up): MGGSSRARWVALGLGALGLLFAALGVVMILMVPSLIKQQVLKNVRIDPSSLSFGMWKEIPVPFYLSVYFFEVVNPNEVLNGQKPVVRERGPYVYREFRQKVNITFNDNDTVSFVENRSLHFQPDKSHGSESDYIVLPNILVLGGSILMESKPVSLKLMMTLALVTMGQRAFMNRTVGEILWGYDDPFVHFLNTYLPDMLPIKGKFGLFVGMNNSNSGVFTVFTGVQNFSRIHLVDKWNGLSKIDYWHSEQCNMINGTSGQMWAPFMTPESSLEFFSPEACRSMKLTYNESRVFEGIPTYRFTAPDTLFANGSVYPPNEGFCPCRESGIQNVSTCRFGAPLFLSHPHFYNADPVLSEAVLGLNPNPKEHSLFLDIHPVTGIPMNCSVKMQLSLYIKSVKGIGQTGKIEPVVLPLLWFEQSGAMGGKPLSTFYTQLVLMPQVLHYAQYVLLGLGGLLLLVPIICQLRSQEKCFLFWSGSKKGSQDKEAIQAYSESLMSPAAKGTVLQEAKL
# PKA-R2B activ: activators of human PKA-R2B complex; AID 504700; 340,000 compounds, 0.079% hits; P22694+P31323; PKA-R2B holoenzyme dissociation, Cy5-IP20 fluorescence polarization; R2B truncated from residue 108, S112A mutant; 0% DMSO only, 100% 113 µM cGMP; activation, % at 11.4 µM;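 active = activation above a cutoff set at the mean over all compounds plus 3 SD, cut at about 18% in these data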;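 note: higher means more holoenzyme dissociation and a rise in polarization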
# Target sequence (P31323 whole entry, looked up, other chains not shown, the tested form may be a part): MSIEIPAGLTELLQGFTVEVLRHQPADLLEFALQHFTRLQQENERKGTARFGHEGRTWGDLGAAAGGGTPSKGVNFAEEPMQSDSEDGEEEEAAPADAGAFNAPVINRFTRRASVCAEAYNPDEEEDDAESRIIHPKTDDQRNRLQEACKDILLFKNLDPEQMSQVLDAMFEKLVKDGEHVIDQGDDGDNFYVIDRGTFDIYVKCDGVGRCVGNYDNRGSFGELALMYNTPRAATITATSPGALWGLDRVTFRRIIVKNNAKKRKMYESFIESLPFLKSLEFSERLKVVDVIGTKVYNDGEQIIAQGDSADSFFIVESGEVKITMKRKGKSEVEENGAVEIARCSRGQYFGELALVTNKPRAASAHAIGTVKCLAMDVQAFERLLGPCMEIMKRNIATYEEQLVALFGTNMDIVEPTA
# PvdQ inh: P. aeruginosa PvdQ acylase inhibition. purified PvdQ acylase, fluorescence plate reader. inhibition, % at 10 µM. 340,000 compounds, 0.063% hits. AID 488965; in the data active = inhibition above about 30%, passing the limit was not always enough; inconclusive = no clear call, values can overlap the other calls;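 note: 0% = vehicle neutral wells and 100% = reference inhibitor wells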
# NSD2 HMT inh: NSD2 (human) methyltransferase inhibition; NSD2 peptide methylation, AlphaScreen, 120 min; inhibition, % at 12.5 µM; O96028; 310,000 compounds, 0.54% hits; in the data active = inhibition above about 50%
# DAGLB inhibitor: diacylglycerol lipase beta (human) inhibition; Q8NCG7; HEK293T DAGLB membrane lysate, EnzChek fluorogenic substrate; inhibition, % at 5.17 µM; 340,000 compounds, 0.059% hits; AID 504411; in the data active = inhibition above about 34%;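 note: 0% = enzyme with vehicle and 100% = wells lacking enzyme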
# Keap1 Nrf2 FP: disrupts human Keap1 binding to Nrf2 peptide; Q14145; Keap1 Kelch-Nrf2 peptide fluorescence polarization, 1536-well; inhibition, % at 9.4 µM; 340,000 compounds, 0.15% hits; in the data active = inhibition above about 12%; inconclusive = no clear call, values can overlap the other calls; inactive = below about 7.3%;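 note: human Keap1 Kelch domain with fluorescein labeled Nrf2 9mer peptide probe; 0% = neutral control wells and 100% = peptide positive control; higher means more block of Keap1 binding to Nrf2 peptide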
# Arrestin-AP2 inh: human beta-arrestin and AP2 interaction inhibition. inhibition, % at 10 µM. FITC-arrestin peptide / GST-AP2 beads, flow cytometry; AP2 beta2 appendage carries R879A mutation. 340,000 compounds, 0.31% hits;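 active = inhibition above a set limit, near 3 SD of compounds lacking own fluorescence, cut at about 54% in these data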;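 note: plate controls were DMSO wells for no effect and 5 µM unlabelled arrestin peptide for full effect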
#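 Test system: GST-tagged AP2 beta2-adaptin appendage (R879A) on 4 µm glutathione beads; also added: fluorescein-tagged arrestin peptide at 50 nM final; timing: 12 min plus 1 h, RT; signal: flow cytometry, FL1 (488/535 nm); read-out: percent drop in bead-associated FITC signal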
# RTF Ca sens inh: cardiac RTF calcium desensitization; 340,000 compounds, 0.12% hits; P19429+P45379; IANBD-labeled cardiac RTF, Ca2+ fluorescence; inhibition, % at 7.15 µM;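 active = inhibition above the mean inhibition of all tested compounds plus 3 SD, cut at about 17% in these data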;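 note: assay run at fixed EC70 calcium of 1.6 mM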
# SR-BI DiI-HDL act: enhances SR-BI lipid uptake from DiI-HDL; 320,000 compounds, 0.096% hits; activation, % at 12.5 µM; AID 504775; CHO ldlA[mSR-BI] cells, DiI-HDL uptake fluorescence, 3 h; 100 = double the neutral-control signal;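 active = mean replicate activation of at least 60% and every replicate at or above 60%; inconclusive = mean or all-replicate condition met, but not both; inactive = mean below 60% and not all replicates reaching 60%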;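 note: 0% = median plate neutral-control signal and 100% = twice that signal; values of inactives mirror those of a sister screen read the other way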
#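 Material: SR-BI-overexpressing, LDLR-lacking CHO cells | Dosing: Single compound concentration, delivered by pin transfer | Probe or stimulus: Labelled HDL, 10 µg/mL | Signal: Bottom-read cell fluorescence after medium removal, ex 550/em 595 nm | Schedule: 3 h, 37 °C | Evaluation: HDL uptake via cellular fluorescence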
# C-LANA FP: inhibitors of KSHV LANA C-terminal domain DNA binding; MBP-C-LANA/FAM-LBS DNA binding, fluorescence polarization; inhibition, % at 9 µM; 340,000 compounds, 0.078% hits;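 active = highest replicate inhibition at or above 60% at 9 µM, even if other replicates fall short; inactive = all replicates below 60% inhibition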;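 note: 0% = neutral control wells and 100% = 4 µM acridine orange control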
# Active calls of the source: *; ? = inconclusive; · = no result given.
No.	SMILES	PKA-R2B activ	NSD2 HMT inh	DAGLB inhibitor	PvdQ inh	Keap1 Nrf2 FP
1	N#Cc1ccc(CCc2ccccc2)[nH]c1=O	6	-1	3	-14	-4
2	Cc1ccc(C)c(NC(=O)C(OC(=O)c2ccc(C)s2)c2ccccc2)c1 (stereo not drawn)	3	-1	-10	6	4
3	COc1cc(CNCc2ccccn2)ccc1OCc1ccc(Cl)c(Cl)c1	-4	20	-1	6	-1
4	O=C(COC(=O)c1n[nH]c2ccccc12)c1cc(F)ccc1F	-3	0	1	-7	0
5	CC(=O)c1ccc(N2C(=O)C3C4C=CC(CC4)C3C2=O)cc1 (stereo not drawn)	1	-3	-2	-8	3
6	O=C(CCc1ccc(Oc2cc([N+](=O)[O-])cc([N+](=O)[O-])c2)cc1)Nc1cccc(Cl)c1	-6	-1	-10	-9	2
7	COc1ccc(C2=NN(C(=O)CSc3nc4ccccc4s3)C(c3ccc(F)cc3)C2)cc1 (stereo not drawn)	-16	0	-12	-13	0
8	Cc1cc(NC(=O)CN(C)C)c([N+](=O)[O-])cc1C	5	0	-3	-7	-3
9	CN(CC(=O)Nc1ccccc1Br)C(=O)c1cccc(S(=O)(=O)NCc2ccccc2)c1	-7	·	-3	-8	-4
10	COc1ccccc1OCC(=O)Nc1cc(C(F)(F)F)ccc1-n1cncn1	-7	2	-2	-13	0
11	CC(=O)Nc1ccc(NC(=O)C(C)OC(=O)CN(C)S(=O)(=O)c2ccc(Cl)cc2)cc1 (stereo not drawn)	6	-1	1	-3	2
12	O=C(CCN1C(=O)C2CCCCC2C1=O)Nc1ccc(Br)cc1F (stereo not drawn)	-9	-11	1	-2	-1
13	CCCCn1c(=O)[nH]c(=O)c2c1nc(-c1cc(Br)c(OCC)c(OC)c1)n2C	-1	1	2	-16	4
14	O=C(Nc1ncccc1O)c1ccc(C(=O)c2ccccc2)cc1	5	-3	-1	-22	-5
15	N#Cc1cccc(NC(=O)COC(=O)c2cccc(N3C(=O)c4ccccc4C3=O)c2)c1	6	6	1	-3	2

No.	SR-BI DiI inh	Arrestin-AP2 inh	SR-BI DiI-HDL act	RTF Ca sens inh	C-LANA FP
1	-3	-6	3	3	3.1
2	6	7	-6	1	7.8
3	32	28	-32	0	1.6
4	1	11	-1	-1	-0.9
5	-8	-13	8	-7	1.5
6	51	-6	-51	-2	-2.8
7	4	3	-4	-6	0.8
8	-6	2	6	1	-0.6
9	10	-4	-10	-6	2.3
10	40	-5	-40	-5	-0.6
11	-1	4	1	-1	1.4
12	-11	-6	11	-8	0.7
13	·	-3	·	-3	1.1
14	-38	1	38	-3	0.5
15	-20	-5	20	-8	2.9

# Additional compounds follow.
No.	SMILES	PKA-R2B activ	NSD2 HMT inh	DAGLB inhibitor	PvdQ inh	Keap1 Nrf2 FP
16	O=C(N/C=C/n1cnc2cc(C(F)(F)F)ccc21)c1ccccc1	-4	-11	4	-17	-3
17	CC(C)OC(=O)c1ccc(NC(=O)CSc2nc3ncccc3[nH]2)cc1	-3	-5	-3	-17	-4
18	COc1cc2c(cc1OC)C1(Nc3c-2c(-c2ccccc2)nn3-c2ccccc2)C(=O)Nc2ccccc21 (stereo not drawn)	-11	-9	-2	-3	-7
19	CC[C@]12C(=O)N(C)C[C@H]([C@@H]3C(=O)N(C)C(=O)[C@@H]31)N2C(=O)c1ccc(C(C)(C)C)cc1	-11	·	0	-9	-2
20	Nc1ccc2c(c1)COC2=O	3	-4	0	-8	0
21	Cc1cc(OCC(=O)NCCCN2CCCC2=O)c2c(C)cc(=O)oc2c1	-2	-3	-8	5	-2
22	S=C(NCC1CCCCC1)Nc1cccnc1	-5	7	-3	1	-5
23	CSCC[C@H](NC(=O)Nc1ccc(Oc2ccccc2)cc1)C(=O)O	-1	4	1	-16	-4
24	COc1cc(C(=O)NCC(=O)OCC(=O)c2ccc[nH]2)cc(OC)c1OC	-4	1	2	-14	1
25	CN(C)S(=O)(=O)c1ccc(C(=O)OCC(=O)NCc2ccco2)cc1	-3	-4	-2	-12	-5
26	COc1cc(-c2nc(-c3ccc(Br)o3)no2)cc(OC)c1OC	4	·	-12	-4	0
27	CC1CCCCC1NC(=O)CN1C(=O)c2ccccc2S1(=O)=O (stereo not drawn)	7	·	-1	-5	0
28	CCN1C(=O)[C@H]2[C@@H](c3ccc(-c4ccc(OC)cc4)cc3)N3CCCC[C@@]3(C(=O)OC)[C@H]2C1=O	9	·	0	-9	-8
29	O=C(NNC(=S)Nc1ccccc1C(F)(F)F)c1ccc(Br)o1	-7	11	2	-5	-1
30	Cc1ccc(S(=O)(=O)NNC(=S)Nc2cccc(C)c2C)cc1	-8	-3	-1	-2	0

No.	SR-BI DiI inh	Arrestin-AP2 inh	SR-BI DiI-HDL act	RTF Ca sens inh	C-LANA FP
16	14	12	-14	0	-1.5
17	13	6	-13	-9	-1.7
18	-7	-36	7	-4	-0.2
19	-29	5	29	-1	4.7
20	-28	14	28	-2	0.5
21	-10	-8	10	1	-0.5
22	18	6	-18	-21	-1.3
23	-53	3	53	-13	0.0
24	-6	3	6	-8	0.0
25	-7	-16	7	1	-0.9
26	?	5	-73	-5	0.0
27	-25	4	25	4	0.3
28	24	-2	-24	1	0.5
29	-1	-10	1	3	-0.1
30	-13	8	13	7	0.3

# Later entries.
No.	SMILES	PKA-R2B activ	NSD2 HMT inh	DAGLB inhibitor	PvdQ inh	Keap1 Nrf2 FP
31	CCC1([N+](=O)[O-])COC(c2ccc(C(C)C)cc2)OC1 (stereo not drawn)	-4	-3	0	-7	-1
32	Cc1cc(/C=C2\SC(N)=NC2=O)c(C)n1-c1ccc(F)cc1	-14	-1	0	7	-4
33	O=C(NCC1CC1)c1cc(-c2ccccc2)nn1CC1CC(c2cccnc2)=NO1 (stereo not drawn)	-10	·	-2	18	-6
34	COC(=O)c1cc2c(n(Cc3ccccc3)c1=O)CCCC2=O	-2	·	-1	-4	4
35	Cc1cc(C)c(NC(=O)CN(C)C(=O)CNC(=O)c2cccs2)c(C)c1	10	·	-1	-7	-7
36	S=c1[nH]cc(-c2ccc(Cl)cc2)n1Cc1ccccc1	-20	·	0	-11	0
37	CCCCn1c(N)c(N(CCOC)C(=O)C2CCN(C(=O)c3ccc(F)cc3)CC2)c(=O)[nH]c1=O	7	-1	-2	2	7
38	O=C(c1cc(S(=O)(=O)NCc2ccco2)ccc1Br)N1CCOCC1	3	-1	1	-13	-4
39	CCOC(=O)c1cnc2oc3ccccc3n2c1=O	-4	1	0	-7	-1
40	COc1ccc(NC2=C(C(C)=O)C(c3ccccc3)C(C(C)=O)C(C)(O)C2)cc1 (stereo not drawn)	-4	8	2	-7	-6
41	CC(C)CC(=O)NC(=S)Nc1ccc(N2CCCC2)c(Cl)c1	·	-1	·	-15	0
42	CCc1noc(C)c1C(=O)Nc1cc(C(F)(F)F)ccc1-n1cncn1	-2	-1	0	-2	-3
43	CCOC(=O)C1=C(c2ccccc2)NC(=O)NC1c1ccc(OC)c(OC)c1 (stereo not drawn)	4	-1	2	-12	1
44	O=C(CSc1cccc[n+]1[O-])Nc1cccc(Oc2ccccc2)c1	3	18	-1	-11	-4
45	CC(C)CCNC(=O)C1CCN(S(=O)(=O)c2ccc(-n3cnnn3)cc2)CC1	-12	-3	-2	3	3

No.	SR-BI DiI inh	Arrestin-AP2 inh	SR-BI DiI-HDL act	RTF Ca sens inh	C-LANA FP
31	-14	14	14	3	0.3
32	0	24	0	5	-2.6
33	-11	5	11	-7	0.6
34	-16	-12	16	0	-2.0
35	-18	-1	·	-1	-1.0
36	10	-7	-10	4	0.7
37	-17	33	17	-5	10
38	-6	4	6	-1	-1.0
39	-30	6	30	0	1.0
40	-3	7	3	-5	-1.6
41	9	-10	-9	·	0.2
42	5	5	-5	-3	-1.5
43	-1	5	1	-11	0.8
44	-25	9	25	-5	-1.1
45	-3	-1	3	2	-0.9

# Carrying on:
No.	SMILES	PKA-R2B activ	NSD2 HMT inh	DAGLB inhibitor	PvdQ inh	Keap1 Nrf2 FP
46	COc1ccccc1-n1cc(C(=O)N2CCCC(CO)(Cc3ccccc3C)C2)cn1 (stereo not drawn)	-2	7	2	5	-6
47	CC1CC2(CC(C)(C(=O)CSc3nc4ccccc4s3)OC2=O)C(=O)O1 (stereo not drawn)	-3	-2	1	-8	3
48	COc1cc(C2C(C#N)=C(N)OC3=C2C(=O)CCC3)c([N+](=O)[O-])cc1OC (stereo not drawn)	2	75*	-2	4	9
49	O=C(CCSCCc1ccccn1)Nc1ccc(Cl)cn1	1	-4	-1	-17	-5
50	O=C(CSc1nc2ccccc2n1Cc1ccc(Cl)cc1)N/N=C/c1ccc(C(=O)O)cc1	5	1	1	-10	-5
51	COc1ccc(CC(=O)Nc2ccc(C)cc2O)cc1S(=O)(=O)N1CCOCC1	-3	0	1	-8	2
52	COc1ccc(-n2cc(-c3ccccc3)c3c(N4CCN(CCO)CC4)ncnc32)cc1	-6	5	3	-23	-4
53	Cn1c2ccccc2c2nnc(SCc3ccc4nonc4c3)nc21	6	-19	-4	3	1

No.	SR-BI DiI inh	Arrestin-AP2 inh	SR-BI DiI-HDL act	RTF Ca sens inh	C-LANA FP
46	43	-10	-43	-8	0.9
47	7	-3	-7	5	0.0
48	1	9	-1	-6	59
49	-11	-6	11	-3	1.0
50	-21	1	21	-2	-0.4
51	-14	34	14	-4	-0.7
52	35	1	-35	2	-0.4
53	9	7	-10	-8	-1.1

# Complete entries as entered above. Screens in order: PKA-R2B activ, NSD2 HMT inh, DAGLB inhibitor, PvdQ inh, Keap1 Nrf2 FP, SR-BI DiI inh, Arrestin-AP2 inh, SR-BI DiI-HDL act, RTF Ca sens inh, C-LANA FP
# Profile of COc1cc2c(cc1OC)C1(Nc3c-2c(-c2ccccc2)nn3-c2ccccc2)C(=O)Nc2ccccc21 (stereo not drawn) = -11, -9, -2, -3, -7, -7, -36, 7, -4, -0.2
# Profile of CC[C@]12C(=O)N(C)C[C@H]([C@@H]3C(=O)N(C)C(=O)[C@@H]31)N2C(=O)c1ccc(C(C)(C)C)cc1 = -11, ·, 0, -9, -2, -29, 5, 29, -1, 4.7
# Profile of O=C(NNC(=S)Nc1ccccc1C(F)(F)F)c1ccc(Br)o1 = -7, 11, 2, -5, -1, -1, -10, 1, 3, -0.1
# Profile of CCc1noc(C)c1C(=O)Nc1cc(C(F)(F)F)ccc1-n1cncn1 = -2, -1, 0, -2, -3, 5, 5, -5, -3, -1.5
# Profile of Cc1cc(/C=C2\SC(N)=NC2=O)c(C)n1-c1ccc(F)cc1 = -14, -1, 0, 7, -4, 0, 24, 0, 5, -2.6

# Screening results from PubChem BioAssay.
